CF NFkB inh – blocks PAF-induced NF-kB reporter in cystic fibrosis cells; KKLEB NF-kB-GFP reporter, GFP fluorescence overnight; inhibition, % at 5 µM; actives 0.86% (n = 360,000); AID 588850;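 active = at least 50% inhibition at 5 µM, scaled per plate between neutral and stimulator controls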;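 note: PAF is a Pseudomonas aeruginosa culture filtrate used as stimulus; plate controls were PAF-stimulated DMSO wells for no effect and unstimulated DMSO wells for full effect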
Peg3 promoter – reduces Peg3 promoter-driven luciferase expression in HeLa; actives 1.7% (n = 360,000); HeLa PEG-Prom luciferase reporter, luminescence, overnight; AID 588405; inhibition, % at 20 µM;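 active = inhibition of at least 50% at 20 µM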
Vif imaging – HIV Vif inhibition; HEK293T cells, Vif self-association by quenched fluorescence, imaging, 24 h; inhibition, % at 7.49 µM; actives 0.35% (n = 340,000); AID 602346; in the data active = inhibition above about 50%, passing the limit was not always enough; note: some results filed as inactive read as strong as hits
HIF-2a inh – HIF-2a inhibition; inhibition, % at 18.8 µM; actives 0.72% (n = 360,000); AID 624352; 786-0 RCC cells HIF-2a reporter, luciferase luminescence, overnight;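 active = inhibition of the luminescence signal of 40% or more relative to plate controls, in a single-dose primary screen at 18.75 µM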
CaV13 FRET inh – Primary screen for inhibitors of IQ motif and Ca2+-dependent inactivation inhibitor domain binding in CACNA1D, Förster resonance energy transfer in living cells, …. HEK cells, CFP/YFP FRET ICDI-IQ, plate reader, 10 min; percent FRET-ratio fall versus neutral wells. inhibition, % at 12.3 µM. AID 743397. actives 0.098% (n = 340,000);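 active = mean replicate inhibition of at least 30% and at least 1% of replicates passing that level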;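 note: 0% = median of the neutral control wells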
MITF TRPM1 inh – reduces MITF-dependent TRPM1 promoter luciferase signal | inhibition, % at 12.5 µM | actives 0.83% (n = 330,000) | SK-MEL-5 TRPM1 promoter luciferase, 24 h | AID 488899;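 active = mean inhibition across replicates of 60% or more, whatever share of single replicates reaches that level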; note: values of inactives mirror those of a sister screen read the other way
NR2E3 ag-1 – agonists of human NR2E3 nuclear receptor. Q9Y5X4. CHO-S Gal4-NCOR/VP16-NR2E3 two-hybrid, luciferase. inhibition of corepressor binding, % at 3.98 µM. actives 0.35% (n = 360,000). AID 602229;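 active = inhibition above the mean of all tested compounds plus 3 SD, cut at about 70% in these data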;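 note: 0% = DMSO with NR2E3 transfected cells and 100% = cells lacking NR2E3 construct; higher means lower luciferase signal from less NR2E3 corepressor binding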
Target sequence (Q9Y5X4 whole entry, looked up, the tested form may be a part): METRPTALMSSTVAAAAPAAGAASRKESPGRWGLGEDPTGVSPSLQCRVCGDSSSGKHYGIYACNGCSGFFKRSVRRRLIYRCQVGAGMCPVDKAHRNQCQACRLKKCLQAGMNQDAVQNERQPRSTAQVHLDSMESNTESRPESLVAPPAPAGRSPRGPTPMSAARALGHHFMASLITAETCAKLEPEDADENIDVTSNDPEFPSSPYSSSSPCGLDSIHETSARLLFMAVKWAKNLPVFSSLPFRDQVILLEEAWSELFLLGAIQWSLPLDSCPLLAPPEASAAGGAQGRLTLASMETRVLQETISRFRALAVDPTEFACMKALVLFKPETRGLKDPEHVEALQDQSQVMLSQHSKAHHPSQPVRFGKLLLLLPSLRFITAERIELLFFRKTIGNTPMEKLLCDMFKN
Shn3 3UTR inh – reduces Shn3 3'UTR luciferase signal in osteoblasts; Clone20 osteoblast Shn3 3'UTR firefly luciferase, 24 h; inhibition, % at 12.5 µM; actives 0.52% (n = 360,000);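 active = mean inhibition of at least 75% with every replicate also reaching 75%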;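 note: 0% = median of neutral control wells and 100% = pilot-screen positive control compound; some compounds past the cut are filed as inactive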
KKLEB tox – CF airway cell cytotoxicity counter-screen. activity change (cytotoxicity), % at 5 µM. AID 602141. KKLEB CF airway cells viability, ATPlite luminescence, overnight; active compounds read low; cells stimulated with P. aeruginosa culture filtrate. actives 0.36% (n = 360,000);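 active = corrected activity change at or below -50% at 5 µM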
PDI turbidity – blocks human protein disulfide isomerase activity; P07237; PDI insulin aggregation turbidity, A650, 90 min; inhibition, % at 10 µM; actives 0.052% (n = 350,000);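 active = mean inhibition across replicates of 30% or more, whatever share of single replicates reach that level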;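 note: absorbance from insulin aggregation driven by PDI reduction with DTT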
Target sequence (P07237 whole entry, looked up): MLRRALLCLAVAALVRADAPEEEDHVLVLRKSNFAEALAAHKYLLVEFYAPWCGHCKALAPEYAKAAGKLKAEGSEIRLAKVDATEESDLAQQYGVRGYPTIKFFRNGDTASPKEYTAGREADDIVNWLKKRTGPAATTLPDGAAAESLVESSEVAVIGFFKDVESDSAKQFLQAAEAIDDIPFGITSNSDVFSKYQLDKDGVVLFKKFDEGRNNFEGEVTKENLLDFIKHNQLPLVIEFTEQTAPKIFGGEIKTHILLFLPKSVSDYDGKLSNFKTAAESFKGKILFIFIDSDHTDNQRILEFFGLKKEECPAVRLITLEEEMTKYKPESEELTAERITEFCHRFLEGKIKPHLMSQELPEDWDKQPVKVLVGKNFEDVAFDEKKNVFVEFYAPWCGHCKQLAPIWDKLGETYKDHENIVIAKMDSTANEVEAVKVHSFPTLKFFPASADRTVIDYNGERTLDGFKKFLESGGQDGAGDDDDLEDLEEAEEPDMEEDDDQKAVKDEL
NR2E3 ag-2 – activates human photoreceptor nuclear receptor NR2E3; inhibition of corepressor binding, % at 4.78 µM; GST-NR2E3/biotin-RetCOR TR-FRET, 1536-well; Q9Y5X4; actives 0.12% (n = 320,000); AID 2300;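 active = percent inhibition above the cutoff of mean plus 3 SD of all tested compounds, set per screening campaign, cut at about 20% in these data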;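 note: 0% = DMSO wells and 100% = biotin wells as full block of FRET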
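Material – GST-tagged NR2E3 plus biotinylated RetCOR corepressor · Quantity – NR2E3 fusion 1.35 nM · Times – 5 h incubation at 4 °C · Medium – pH 7.5 Tris-based buffer · Technique – TR-FRET, Eu(K)-anti-GST donor, streptavidin-D2 acceptor, ex 340, em 617/671 nm · Benchmarks – high control biotin, low control 0.6% DMSO · Format – 1536-well plates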
Active calls of the source: *; . = not tested or not shown. Hits appear at their usual frequency. About 3.3% of those tested had a hit in this group.

SMILES	CF NFkB inh	Peg3 promoter	Vif imaging	HIF-2a inh	CaV13 FRET inh	MITF TRPM1 inh	NR2E3 ag-1	Shn3 3UTR inh	KKLEB tox	PDI turbidity	NR2E3 ag-2
CCOC(=O)c1c(NC(=O)CSc2nnnn2-c2ccc(OC)cc2)sc(C)c1C	-8	15	.	0	-9	9	-13	-17	-20	-7	-3
Clc1ccccc1CSc1nnc(-c2ccccn2)n1Cc1ccco1	-9	7	-17	13	-5	-2	12	23	5	-2	3
CCCc1cc(N2CCCC2)n2nc(C)c(-c3ccccc3)c2n1	27	22	-20	8	-5	5	-2	27	-30	-4	2
O=C(NCCc1ccccn1)c1cncc(Br)c1	9	-23	-13	-36	-3	-9	-3	-2	4	7	-2
CCN(CC)C(=O)COC(=O)c1ccc(O)cc1	-17	-8	-3	-6	-5	1	-6	2	8	9	-1
Cc1noc(C)c1C(=O)OCC(=O)Nc1cc(Cl)ccc1Oc1ccccc1	-10	11	-11	10	.	-8	-28	-6	3	3	2
N#Cc1nc(-c2ccco2)oc1NCCCn1ccnc1	9	19	2	7	.	3	-3	-8	-20	-3	5
COc1ccc([C@H]2CC(=O)c3c(O)cc(O)cc3O2)cc1O	20	-85	-4	-18	1	-35	-59	-24	-2	7	-3
Nc1ccccc1SC(CC(=O)c1ccccc1)c1ccc([N+](=O)[O-])cc1 (configuration not stated)	-2	25	-2	-156	-6	.	-55	-40	14	0	.
O=C(O)c1ccc(CNC(=O)c2ccc3c(c2)OCCO3)cc1	7	-9	5	2	-3	-2	15	10	-4	3	-3
S=c1nn[nH]n1C12CC3CC(CC(C3)C1)C2	-4	10	-6	4	.	12	-6	-16	-3	-3	5
CCN(CC)C(=O)Cn1cc(S(=O)(=O)CC(=O)N2CC(C)OC(C)C2)c2ccccc21 (configuration not stated)	-13	10	1	9	.	9	2	1	12	7	1
NC(=O)C1CCN(Cc2nc(-c3ccccc3)no2)CC1	-2	-11	1	-31	-6	-7	-4	-11	3	-2	-1
O=C(Cc1n[nH]c(=O)c2ccccc12)Nc1cccc(S(=O)(=O)N2CCCCCC2)c1	-2	27	-16	33	-17	21	-15	30	1	-5	1
O=C1N/C(=N/O)S/C1=C\c1ccccc1-n1cccn1	10	-5	-22	1	6	-5	-10	0	-2	-1	-5
Cc1cccc(-c2n[nH]nc2C2=CC(=O)CC(C)(C)C2)c1	19	19	-1	-3	-5	.	11	19	18	13	.
CCCCC(O)(c1ccc(OC)cc1)C(CN1CCOCC1)c1ccccc1 (configuration not stated)	8	52*	3	29	-19	-7	-1	25	-7	10	0
CCN(CC)CCCN=Cc1c(O)n(-c2c(C)cccc2C)c(=O)c2ccccc12	-4	10	0	11	-5	.	0	-11	0	9	0
O=C(Nc1nnc(SCc2c(Cl)cccc2Cl)s1)C1CC(=O)N(c2ccc3c(c2)OCCO3)C1 (configuration not stated)	-3	10	-12	8	-7	0	15	23	7	0	1
COc1ccc(-n2nc3c(N)n[nH]c3cc2=O)cc1	-7	-2	2	5	-3	1	-8	15	8	-17	-1
COc1ccc(CC(=O)NC2CCCc3ccccc32)cc1 (configuration not stated)	2	3	-4	5	-6	2	4	-12	1	4	-3
CCOC(=O)C1(Cc2ccc(OC)cc2)CCN(C(=O)c2cccc3nccnc23)CC1	-8	-8	7	-8	-4	-16	3	-6	-6	1	1
Cc1cccn2cc(COc3ccc(-c4ccccc4)cc3)nc12	-24	-210	-9	-399	-2	-55	-78	50	9	-7	.
COc1ccc(/C=C(/NC(=O)c2ccccc2)C(=O)NCc2ccco2)cc1	11	-4	6	-7	-6	9	-3	-17	-6	3	3
Cc1ccn2cc(-c3cccc(NC(=O)CCC(=O)O)c3)nc2c1	-28	-52	-1	-54	-2	-4	-65	-12	-8	6	2
Cc1ccc(CCNS(=O)(=O)c2cc3c(cc2C)NC(=O)CO3)cc1	-10	0	-2	6	-6	.	1	0	5	.	-3
CC1CN(C(=S)Nc2ccccc2)CC(C)O1 (configuration not stated)	2	6	0	21	-5	7	-11	2	-12	-1	-3
O=C(/C=C/[C@H]1O[C@@H](n2cnc3c(NC(=O)c4ccccc4)ncnc32)[C@H](O)[C@@H]1O)NCc1cccs1	-43	14	2	0	-5	.	10	-8	18	.	.
CCOC(=O)N1CCN(C(=O)CCN2C(=O)COc3ccccc32)CC1	-1	14	6	-4	-5	1	-16	9	-11	1	0
Cc1ccc(NC(=O)CSc2nc(N)cc(=O)[nH]2)cc1S(=O)(=O)N1CCOCC1	19	5	-16	21	-13	5	0	-21	-6	-4	3
CN(Cc1cn(C)nc1-c1cccc(Cl)c1)Cc1nccn1C	-6	7	-5	13	-4	-3	-13	.	13	3	1
Cc1cccc(C2c3[nH]c4ccccc4c3CCN2C(=O)c2nn(C)c(=O)c3ccccc23)n1 (configuration not stated)	-10	25	-23	24	-5	25	-19	11	5	-4	7
COc1ccccc1-c1noc(-c2cccs2)n1	0	-286	.	-375	-8	-122	-104	-76	4	-1	0
Cn1c(=O)c2cc(NC(=O)Cc3ccccc3F)ccc2n1-c1ccc(C(C)(C)C)cc1	28	19	23	0	-5	.	3	20	-26	-8	.
NC(=S)N/N=C\c1ccc(-c2cccc(Cl)c2Cl)o1	-20	-20	2	-99	-2	15	-44	-10	-2	6	-1
COc1ccc(CC(=O)OCC(=O)c2ccc(OC)cc2)cc1	0	-2	-2	9	-2	-1	-7	20	4	3	3
COc1ccc(NC(=O)N(C)C[C@H]2Oc3ccc(NC(=O)Cn4cnnn4)cc3C(=O)N([C@H](C)CO)C[C@@H]2C)cc1	-39	0	.	3	-12	0	-7	8	7	3	.
CCOc1ccc(NC(=O)[C@@H]2CCCN2C(=O)c2cccs2)cc1S(=O)(=O)N1CCCCC1	5	6	-9	9	-17	7	-20	6	-8	21	2
O=C(OCC(=O)N1CCN(C(=O)c2ccco2)CC1)c1cc(-c2ccco2)nc2ccccc12	-11	9	-4	-8	-7	0	0	5	-24	1	1
COc1cc(NS(=O)(=O)c2ccc(NC(=O)CN3C(=O)c4ccccc4C3=O)cc2)nc(OC)n1	21	19	.	19	3	3	-19	-14	-11	-4	-1
Cc1ccc2c(nc3s/c(=C\c4ccc(-c5ccccc5C(=O)O)o4)c(=O)n32)c1C	-31	-47	24	-61	-35	3	-4	-69	13	4	2
CCN(c1cccc(C)c1)S(=O)(=O)c1ccc2c(c1)CCCN2C(C)=O	2	4	1	6	-2	5	4	-4	6	1	0
O=[N+]([O-])c1ccc(N2CCOCC2)c(S(=O)(=O)N2CCOCC2)c1	0	6	-3	12	-5	-6	4	-2	-6	-111	-2
CN1C(=O)C(C)(C)c2cc(S(=O)(=O)NCC3CCC(C(=O)NCc4ccccc4)CC3)ccc21 (configuration not stated)	8	-5	28	-7	-7	4	-1	-4	-6	-10	-1
O=C(NC1CCCCC1)c1ccc(-c2cn[nH]c2)c2ccoc12	4	-212	9	-211	-7	.	-101	-64	-20	-2	.

Another view of some results above.
Values run as follows: CF NFkB inh | Peg3 promoter | Vif imaging | HIF-2a inh | CaV13 FRET inh | MITF TRPM1 inh | NR2E3 ag-1 | Shn3 3UTR inh | KKLEB tox | PDI turbidity | NR2E3 ag-2
> CN1C(=O)C(C)(C)c2cc(S(=O)(=O)NCC3CCC(C(=O)NCc4ccccc4)CC3)ccc21 (configuration not stated)
 : 8 | -5 | 28 | -7 | -7 | 4 | -1 | -4 | -6 | -10 | -1
> O=C(NC1CCCCC1)c1ccc(-c2cn[nH]c2)c2ccoc12
 : 4 | -212 | 9 | -211 | -7 | . | -101 | -64 | -20 | -2 | .

New compounds follow.
SMILES	CF NFkB inh	Peg3 promoter	Vif imaging	HIF-2a inh	CaV13 FRET inh	MITF TRPM1 inh	NR2E3 ag-1	Shn3 3UTR inh	KKLEB tox	PDI turbidity	NR2E3 ag-2
O=C(NCC1CCCO1)C1CCN(S(=O)(=O)c2cccc3cccnc23)CC1 (configuration not stated)	-1	7	-3	8	-4	6	5	-2	0	-1	2
Cc1cc(=O)[nH]c(NNC(=O)c2ccc(Cl)cc2)n1	-11	-1	15	9	-2	.	-11	-6	-7	12	.
COc1ccc(/C=C(/C#N)C(=O)Nc2ccc(C)cc2C)cc1C(=O)O	-15	10	-1	21	.	-9	-25	0	5	-6	2
O=C(O)c1n[nH]c2ccccc12	6	-1	8	11	-5	7	-19	3	2	17	-4
Cc1ccc(Oc2cc([N+](=O)[O-])cc3c2C(=O)Nc2ccccc2O3)cc1	19	-10	-4	-10	-4	13	19	36	-11	2	2
CCc1c(C)nc2cc(-c3ccc(OC)c(OC)c3)nn2c1NCC1CC1	4	0	-1	-83	.	-22	-19	93*	-4	-5	-1
COC(=O)c1ccc2c(=O)n(CCCN3CCOCC3)c(=S)[nH]c2c1	-18	13	-8	6	.	20	-34	-14	-3	3	7
Cc1ccc(S(=O)(=O)N2CCN(C(=O)/C=C/c3ccco3)CC2)cc1	7	10	1	9	-2	-9	1	11	6	7	-3
COc1cccc(C2C=C(c3ccc(Br)s3)Nc3ncnn32)c1OC (configuration not stated)	-11	3	.	10	.	-3	-26	-4	2	4	-5
O=C1CC(N2CCC(c3nc4ccccc4s3)CC2)C(=O)N1 (configuration not stated)	9	-24	.	-14	-5	7	-18	18	3	-6	1
COc1ccc(/C=N/n2c(-c3cc(C)[nH]n3)n[nH]c2=S)cc1	14	19	-2	19	-5	0	4	-18	2	2	-2
CCCc1c(C(=O)N/N=C/C(C)=C/c2ccccc2)nnn1-c1nonc1N	-32	-58	0	-147	-2	-63	-23	-54	45	8	-3
Cc1ccc(C(=O)NC(=S)NCC2CCCO2)cc1 (configuration not stated)	-1	-214	17	-190	-1	-83	-53	-53	13	4	1
CC(=O)Nc1ccc(-c2csc(Nc3ccc(Cl)cn3)n2)cc1	-16	-118	-23	-304	4	-3	-92	-9	5	3	-1
Cc1nc(SCc2nc3cc(Cl)c(F)cc3[nH]2)c2oc3ccccc3c2n1	44	39	-2	-1	-10	14	-8	24	-41	10	.
COc1cc(N/C=C(\C(C)=O)c2ccccc2)cc(OC)c1	-16	-3	1	14	.	7	0	-19	6	-2	-1
CCOC(=O)C(Sc1nn(C)c(=S)s1)C(C)=O (configuration not stated)	-16	3	22	17	-5	-8	3	7	10	-6	2
CCCn1nnc(NC(=O)c2cccc(OCC)c2)n1	-23	-146	-1	-223	-8	-32	-69	-74	9	-1	-1
Cc1cccnc1NC(=O)c1ccc(Cl)c(S(=O)(=O)N2CCCC2)c1	-9	4	2	10	.	6	-3	12	5	6	2
CCOC(=O)Cc1c(C)nc2cc(-c3ccc(C)cc3)[nH]n2c1=O	-10	-90	-1	-75	-5	-7	-33	-16	-9	-3	-3
COc1ccc(NC(=O)c2ccc(-n3c(C)ccc3C)cc2)c(OC)c1	12	-37	4	-46	-2	1	-15	-25	-4	-2	1

Bioassay records (PubChem)
